Mcl1-Bid inh: disrupts binding of human Mcl-1 to Bid peptide | 0.97% of 220,000 active | inhibition, % at 21.7 µM | TR-FRET Mcl-1/Bid-Dy647 peptide binding, 1536-well | Q07820;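 active = compounds that cut the binding signal by more than half at the single screening dose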;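 also: His-tagged Mcl-1 with europium anti-His antibody binding Bid BH3 peptide; 0% = Mcl-1 plus peptide wells and 100% = peptide-only wells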
Target sequence (Q07820 whole entry, looked up): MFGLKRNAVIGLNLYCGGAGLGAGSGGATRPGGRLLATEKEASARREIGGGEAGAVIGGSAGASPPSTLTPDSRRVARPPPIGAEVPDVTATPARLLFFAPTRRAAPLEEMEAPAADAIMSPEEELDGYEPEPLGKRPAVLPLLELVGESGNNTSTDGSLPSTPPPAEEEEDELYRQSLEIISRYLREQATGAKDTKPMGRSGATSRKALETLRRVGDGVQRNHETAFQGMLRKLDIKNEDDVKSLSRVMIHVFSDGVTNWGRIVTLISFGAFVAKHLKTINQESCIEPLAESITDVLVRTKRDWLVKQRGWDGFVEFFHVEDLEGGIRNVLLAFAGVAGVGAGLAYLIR
Rac1 mut GTP: human Rac1 activated mutant GTP binding change; P63000; GST-Rac1 activated beads, fluorescent GTP binding, flow cytometry; actives lie on both sides; 100% means binding = to untreated wells; percent activity (GTP binding), % at 10 µM; 0.11% of 190,000 active;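 active = GTP binding at least 20 percentage points away from the 100% baseline, in either direction, so actives lie on both sides; inconclusive = Compound likely fluorescent itself, or too few beads counted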
Pf gametocyte: kills late stage P. falciparum gametocytes | P. falciparum stage V gametocytes, ATP luminescence, 24 h | AID 743093 | 0.065% of 150,000 active | inhibition, % at 10.9 µM;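 active = inhibition above the mean plus 3 SD of compounds within the control limits, set per campaign, cut at about 38% in these data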;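 also: 0% = DMSO wells and 100% = medium only without gametocytes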
Rab2 wt GTP: changes GTP binding to wildtype dog Rab2A, up or down | GTP binding activity, % at 10 µM | GST-Rab2 wt beads, Bodipy-GTP binding, flow cytometry | P61105 | AID 760 | 0.19% of 190,000 active;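 active = GTP binding activity at least 20 points away from 100%, either lowered or raised; inconclusive = signal likely due to the compound's own green fluorescence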;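 also: 0% = beads with excess unlabeled GTP and 100% = no-compound control corrected for plate trend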
Rab7 wt modul: alters GTP binding to wildtype dog Rab7 | GST-Rab7 beads, fluorescent GTP binding, flow cytometry; actives lie on both sides; untreated = 100%, excess cold GTP = 0% | GTP binding activity (percent of control), % at 10 µM | 0.055% of 190,000 active;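 active = fluorescent GTP binding to Rab7 beads changed by at least 20 points from the 100% baseline, either direction, mostly lower; inconclusive = compound itself probably fluorescent, or too few beads counted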;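 also: median green fluorescence of bound Bodipy-FL-GTP per Rab7 bead population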
HRas wt GTP: changes GTP binding to wildtype human HRas; P01112; GST-Ras wt beads, Bodipy-FL-GTP binding, flow cytometry; actives lie on both sides; GTP binding activity, % at 10 µM; 0.14% of 190,000 active; AID 759;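 active = GTP binding activity at least 20% away from the 100% baseline, either lowered as inhibitor or raised as activator; inconclusive = flagged as likely green fluorescent, judged across all proteins in the well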;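 also: 0% = unlabeled GTP competition control and 100% = no-compound control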
Target sequence (P01112 whole entry, looked up): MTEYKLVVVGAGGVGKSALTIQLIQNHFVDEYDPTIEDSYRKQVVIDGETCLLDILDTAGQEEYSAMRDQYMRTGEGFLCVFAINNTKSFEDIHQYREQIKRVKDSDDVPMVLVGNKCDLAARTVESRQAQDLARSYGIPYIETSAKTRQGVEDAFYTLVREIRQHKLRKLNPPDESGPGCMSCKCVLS
Rac1 wt GTP bind: human Rac1 wildtype GTP binding, inhibitors and activators. GST-Rac1 beads, fluorescent GTP binding, flow cytometry; actives lie on both sides; 0 = cold GTP competed, 100 = untreated. P63000. GTP binding activity (% of control), % at 10 µM. 0.27% of 190,000 active;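 active = GTP binding activity at least 20 points away from the 100% control level, either lower or higher; inconclusive = compound flagged as likely green fluorescent, judged across all proteins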
Cdc42 wt: human Cdc42 wildtype GTP binding change, either direction | percent activity (GTP binding), % at 10 µM | GST-Cdc42 beads, Bodipy-GTP binding, flow cytometry; actives lie on both sides | 0.2% of 190,000 active | P60953;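 active = percent activity GTP binding at least 20 points away from the 100% baseline, either down as inhibitor or up as activator; inconclusive = compound flagged as likely green fluorescent from well-wide comparison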;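 also: median bead fluorescence of bound Bodipy-FL-GTP at 100 nM; 0% = excess unlabeled GTP control and 100% = no compound control; below 100% means less GTP binding so inhibitor and above means activator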
Target sequence (P60953 whole entry, looked up): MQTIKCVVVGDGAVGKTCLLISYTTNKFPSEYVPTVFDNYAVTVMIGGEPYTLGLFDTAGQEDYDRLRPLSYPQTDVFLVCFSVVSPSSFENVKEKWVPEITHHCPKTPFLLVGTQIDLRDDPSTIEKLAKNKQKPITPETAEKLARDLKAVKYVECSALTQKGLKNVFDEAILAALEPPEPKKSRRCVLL
Mcl1-Noxa inh: disrupts binding of human Mcl-1 to Noxa peptide; TR-FRET Mcl-1/Noxa peptide binding, 2 h; inhibition, % at 21.7 µM; 1.5% of 220,000 active;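 active = compounds that cut the protein-peptide binding signal by more than 50% relative to plate controls in a single-dose test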;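 also: His-tagged Mcl-1 with rhodamine Noxa BH3 peptide and terbium anti-His antibody; 0% = Mcl-1 plus Noxa peptide wells and 100% = peptide-only wells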
Avidin fluor: compound fluoresces at 488/530 nm on avidin beads; 0.38% of 220,000 active; compound fluorescence 488/530 nm, flow cytometry; stronger effect = higher value; fluorescence (KMESF) at 10 µM; AID 1775; in the data active = fluorescence above about 47; also: inactives centre near 10
GSH fluor: GSH bead compound fluorescence profile; GSH beads flow cytometry, compound fluorescence 488/530 nm; stronger effect = higher value; fluorescence (KMESF) at 10 µM; 0.25% of 190,000 active; in the data active = fluorescence above about 89;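 also: glutathione beads carrying GST-tagged Bcl family fusion proteins plus one bare bead set; values are compound well signal with DMSO vehicle wells as background; inactives centre near 16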
* = called active by the depositor; u = inconclusive; x = no result given.

SMILES | Mcl1-Bid inh | Rac1 mut GTP | Pf gametocyte | Rab2 wt GTP | Rab7 wt modul | HRas wt GTP | Rac1 wt GTP bind | Cdc42 wt | Mcl1-Noxa inh | Avidin fluor | GSH fluor
CCOC(=O)CNC(=O)CCNS(=O)(=O)c1ccc2c(c1)c(=O)n(C)c(=O)n2C | 1 | 98 | x | 99 | 104 | 99 | 99 | 100 | 3 | 10 | 29
Cc1ccc(C(=O)c2ccc(N3CCOCC3)c(F)c2)cc1 | 9 | 100 | x | 99 | 99 | 100 | 104 | 98 | 6 | 19 | 20
Cc1ccc(C(=O)c2ccc(C(F)(F)F)cc2)cc1 | -20 | 100 | x | 103 | 102 | 103 | 108 | 101 | -15 | 9 | 8
Cc1cc(-c2ccccc2)[nH]c(=O)c1S(=O)(=O)c1ccc(Cl)cc1 | -20 | u | 3 | u | u | u | u | u | -14 | 11 | 36
COc1ccc(CNC(=O)c2cnc3n(c2=O)CCS3)cc1 | -5 | 100 | x | 100 | 101 | 101 | 106 | 102 | 5 | 9 | 19
CCCCNc1cc(=O)n(C)c(=O)n1C | -13 | 99 | x | 103 | 108 | 101 | 100 | 103 | -10 | 9 | 16
NC1=Nc2cccc3cccc1c23 | -18 | 97 | x | 99 | 100 | 98 | 104 | 101 | -15 | 12 | 13
COc1ccc(C(=O)/C=C/Nc2cccc(C)n2)cc1OC | -21 | 99 | x | 97 | 98 | 98 | 95 | 97 | 8 | 37 | 10
Cc1ccc2sc(-c3ccc(NC(=O)CCN4C(=O)c5ccccc5C4=O)cc3)nc2c1 | 43 | 100 | 0 | 101 | 99 | 101 | 102 | 106 | 25 | 11 | 12
Cc1ccc(C2=NN(C)c3nc4ccccc4n3C2)cc1 | 14 | 97 | -15 | 99 | 106 | 102 | 104 | 104 | 15 | 12 | 36
COc1ccc(/C=N/N2CCN(C)CC2)cc1OC | -25 | 99 | -34 | 101 | 100 | 101 | 105 | 103 | 0 | 9 | 16
S=C1N(c2ccccc2)C(c2ccccc2)N2CCCN12 (stereo not given) | -63 | 98 | x | 104 | 104 | 106 | 105 | 105 | -15 | 13 | 14
O=C(COc1ncnc2sccc12)Nc1ccc2c(c1)OCCO2 | -54 | 98 | x | 97 | 98 | 102 | 103 | 101 | 12 | 13 | 7
Cc1csc(NC(=O)CNC(=O)OCc2ccccc2)n1 | -16 | 97 | -18 | 100 | 99 | 101 | 100 | 101 | 5 | 9 | 43
CC(C)OC(=O)c1cc2c(ccn2C)n1CC(=O)N1CCC(Cc2ccccc2)CC1 | -68 | 101 | -9 | 101 | 99 | 104 | 102 | 103 | 24 | 12 | 11
CCN(CC)S(=O)(=O)c1cc(C(=O)OCC(=O)Nc2cccc(C)c2C)ccc1F | 9 | 101 | -3 | 99 | 98 | 100 | 99 | 98 | -8 | 18 | 20
CC1CN(c2nc3ccccn3c(=O)c2/C=C(\C#N)S(=O)(=O)c2ccccc2)CC(C)O1 (stereo not given) | -3 | 97 | x | 96 | 95 | 98 | 98 | 97 | 6 | 34 | 11
NS(=O)(=O)c1ccc(NC(=O)C2(c3ccccc3)CCCC2)cc1 | -23 | 97 | 9 | 105 | 109 | 103 | 104 | 104 | 18 | 10 | 18
COc1ccc(C(C(=O)NC2CCCC2)N(CCN2CCOCC2)C(=O)c2ccc(OC)c(OC)c2)cc1 (stereo not given) | -1 | 98 | x | 98 | 100 | 100 | 103 | 102 | 4 | 8 | 15
COc1ccc(OC)c(NC(=O)c2ccccc2N(Cc2ccccc2)S(C)(=O)=O)c1 | -8 | 96 | -17 | 98 | 101 | 97 | 98 | 95 | 22 | 13 | 12

Arranged by value in Rac1 mut GTP (highest first): some entries from above.
SMILES | Rac1 mut GTP
CCN(CC)S(=O)(=O)c1cc(C(=O)OCC(=O)Nc2cccc(C)c2C)ccc1F | 101
O=C(COc1ncnc2sccc12)Nc1ccc2c(c1)OCCO2 | 98
CC1CN(c2nc3ccccn3c(=O)c2/C=C(\C#N)S(=O)(=O)c2ccccc2)CC(C)O1 (stereo not given) | 97

Ordered by heavy-atom count (smallest number first): some entries from above
SMILES | Mcl1-Bid inh | Rac1 mut GTP | Pf gametocyte | Rab2 wt GTP | Rab7 wt modul | HRas wt GTP | Rac1 wt GTP bind | Cdc42 wt | Mcl1-Noxa inh | Avidin fluor | GSH fluor
NC1=Nc2cccc3cccc1c23 | -18 | 97 | x | 99 | 100 | 98 | 104 | 101 | -15 | 12 | 13
S=C1N(c2ccccc2)C(c2ccccc2)N2CCCN12 (stereo not given) | -63 | 98 | x | 104 | 104 | 106 | 105 | 105 | -15 | 13 | 14
O=C(COc1ncnc2sccc12)Nc1ccc2c(c1)OCCO2 | -54 | 98 | x | 97 | 98 | 102 | 103 | 101 | 12 | 13 | 7
CC(C)OC(=O)c1cc2c(ccn2C)n1CC(=O)N1CCC(Cc2ccccc2)CC1 | -68 | 101 | -9 | 101 | 99 | 104 | 102 | 103 | 24 | 12 | 11

Next section
SMILES | Mcl1-Bid inh | Rac1 mut GTP | Pf gametocyte | Rab2 wt GTP | Rab7 wt modul | HRas wt GTP | Rac1 wt GTP bind | Cdc42 wt | Mcl1-Noxa inh | Avidin fluor | GSH fluor
COc1ccc(C(=O)N2c3cc4c(cc3C(C)=CC2(C)C)OCO4)cc1 | -6 | 94 | 17 | 93 | 92 | 95 | 96 | 96 | 14 | 13 | 28
Cc1ccc(C(c2nnnn2CC2CCCO2)N2CCN(Cc3ccccc3)CC2)cc1 (stereo not given) | 17 | 94 | -2 | 101 | 97 | 97 | 98 | 96 | 22 | 9 | 14
CC1(C)C(N(O)C(=O)Nc2ccc(Cl)cc2)N(c2ccc(Cl)cc2)C(=O)N1CC(=O)NN (stereo not given) | 2 | 95 | 11 | 95 | 93 | 95 | 93 | 96 | 13 | 15 | 11
COc1ccccc1CNC(=O)c1csc(Cc2ccc(Cl)cc2)n1 | -23 | 95 | 12 | 98 | 101 | 101 | 101 | 101 | -4 | 10 | 58
CCCC(=O)C1=C(O)C(C(=O)OC)C(C)(C)CC1=NC(C)(C)C (stereo not given) | 11 | 103 | x | 101 | 105 | 104 | 107 | 102 | 3 | 8 | 10
CN=C(Nc1ccc(C(=O)OC)s1)c1ccc(Cl)cc1 | -34 | 96 | x | 99 | 107 | 97 | 99 | 95 | -9 | 15 | 14
Cc1ccc(-n2c(C)nn(CCOc3ccccc3)c2=O)cc1 | -15 | 95 | 21 | 97 | 98 | 96 | 99 | 95 | 6 | 9 | 21
Cc1ccc(-c2nc(C)sc2CC(=O)OCC(=O)Nc2cccc([N+](=O)[O-])c2)cc1 | 6 | 99 | -24 | 101 | 102 | 102 | 107 | 103 | 10 | 1 | 9
N#Cc1c(NC(=O)c2cc([N+](=O)[O-])ccc2N2CCOCC2)sc2c1CCCC2 | 4 | 97 | -8 | 98 | 104 | 102 | 102 | 98 | 25 | 4 | 8
O=C(Nc1ccc(F)cc1)c1ccc(CSc2ccccc2)o1 | -18 | 97 | 15 | 94 | 100 | 97 | 99 | 96 | 4 | 16 | 15
CC(C)C(=O)NCCc1nc2ccccc2n1C | -11 | 101 | x | 100 | 98 | 102 | 107 | 103 | 8 | 20 | 25
COC(=O)c1ccc(NC(=O)CN2CCC(NC(=O)c3ccco3)CC2)cc1 | 2 | 95 | -11 | 101 | 96 | 98 | 100 | 99 | -8 | 13 | 13
Cc1ccc(S(=O)(=O)Nc2nc(C)c(C(=O)N/N=C/c3ccccc3)s2)cc1 | -20 | 91 | 5 | 94 | 102 | 95 | 91 | 89 | 13 | 10 | 14
CC(C)(C)c1cc2cccnc2n1Cc1cccc(F)c1 | -37 | 100 | 0 | 100 | 101 | 103 | 108 | 103 | 3 | 10 | 39
Cn1c(-c2ccc(C=O)s2)nc2c3ccccc3c3ccccc3c21 | -26 | 98 | 3 | 96 | 96 | 96 | 102 | 100 | -40 | 11 | 55
C=CCNC(=O)CSc1nnc(-c2ccncc2)n1CCc1ccccc1 | -2 | 101 | x | 98 | 100 | 99 | 105 | 99 | -8 | 7 | 22
C=CCNC(=O)c1ccccc1Cl | 2 | 96 | x | 101 | 97 | 102 | 99 | 104 | 1 | 20 | 4
CS(=O)(=O)N1CCC(C(=O)NCc2ccc(F)cc2)CC1 | -21 | 93 | -5 | 100 | 106 | 98 | 99 | 99 | 6 | 9 | 18
O=C(CSc1n[nH]c(-c2ccncc2)n1)NCCc1ccccc1 | -5 | 102 | 12 | 105 | 100 | 105 | 104 | 107 | 23 | 7 | 20
CNS(=O)(=O)c1ccc(NC(=O)c2cncc(Br)c2)cc1 | 4 | 94 | 5 | 94 | 95 | 94 | 97 | 96 | 11 | 12 | 15
CN=c1scc(-c2c[nH]c3ccccc23)n1C | -11 | 99 | x | 96 | 101 | 97 | 99 | 96 | 6 | 24 | 10
CCN1/C(=C/C(C)=O)Sc2ccc(OC)cc21 | -29 | 106 | x | 110 | 102 | 107 | 106 | 107 | 13 | 11 | 22
C[C@@H](C(=O)N1CCN(C(=O)OC(C)(C)C)CC1)n1cc(CCC(=O)O)nn1 | -2 | 95 | x | 95 | 95 | 95 | 95 | 94 | 4 | 6 | 22
COCCNC(=O)c1ccccc1NC(=O)Cc1ccccc1 | -35 | 99 | 0 | 98 | 96 | 97 | 97 | 98 | 6 | 11 | 21
Cc1ccc(C)c(OCCOCCN2CCOCC2)c1 | 3 | 97 | x | 98 | 94 | 94 | 96 | 96 | -2 | 9 | 26
C=CCn1c(SCC(=O)NCc2ccccc2)nnc1C1CCCCC1 | -22 | 98 | x | 102 | 103 | 101 | 102 | 103 | 6 | 10 | 19
CN(CCOC(=O)c1ccco1)Cc1ccccc1 | -16 | 100 | 4 | 99 | 95 | 100 | 104 | 99 | 1 | 12 | 36
CN1CCN(C(=O)c2cnn3c(C(F)F)cc(C4CC4)nc23)CC1 | -56 | 97 | 0 | 99 | 103 | 103 | 107 | 101 | -7 | 7 | 37
COc1ccc(Cl)cc1C(=O)n1nc(C)cc1C | -5 | 98 | x | 101 | 105 | 103 | 103 | 102 | 4 | 8 | 11
COc1ccc(-c2noc(CN(C)S(=O)(=O)c3ccc(C)cc3)n2)cc1 | 2 | 93 | x | 95 | 96 | 97 | 95 | 97 | 8 | 17 | 60
CC(C)Cc1nnc(NC(=O)CCC(=O)Nc2ccc(F)cc2)s1 | 8 | 100 | 19 | 99 | 99 | 99 | 95 | 96 | -3 | 10 | 8
